UBC9 SUMO inh = SUMOylation inhibition. P63279. HTRF SUMOylation assay, SAE1/SAE2 + UBC9, in vitro. inhibition, % at 35 µM. actives 0.36% (n = 290,000); in the data active = inhibition above about 50%, passing the limit was not always enough; inconclusive = no clear call, values can overlap the other calls; note: strong numbers were not always called active
Target sequence (P63279 whole entry, looked up): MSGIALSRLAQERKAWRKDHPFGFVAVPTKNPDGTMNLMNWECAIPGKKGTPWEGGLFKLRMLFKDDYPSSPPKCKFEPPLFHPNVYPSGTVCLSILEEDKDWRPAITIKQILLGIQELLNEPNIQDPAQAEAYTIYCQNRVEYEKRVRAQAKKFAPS
NS3 helicase inh = HCV NS3 helicase inhibition; NS3 helicase DNA unwinding, Cy5 molecular beacon fluorescence; inhibition, % at 10.9 µM; actives 0.56% (n = 290,000); AID 1800;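 active = inhibition above the mean of all tested compounds plus 3 SD, set per campaign, cut at about 35% in these data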;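 note: 0% = DMSO wells and 100% = thioflavine S control wells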
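Measured by: Cy5 fluorescence, 0 and 60 min reads / Assay system: NS3 helicase fragment of HCV / Control set: low DMSO, high thioflavine S at 110 µM / Times: 1 h reaction at 25 °C, ATP-initiated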
IMP-1 inhibitor = inhibitors of Pseudomonas aeruginosa IMP-1 metallo-beta-lactamase; purified IMP-1, nitrocefin hydrolysis, epi-absorbance fluorescence; actives 0.45% (n = 290,000); AID 1556; inhibition, % at 5.6 µM;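 active = inhibition above the mean plus 3 SD of all compounds in the same screening run, cut at about 4.5% in these data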;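 note: 0% = IMP-1 with DMSO and 100% = DMSO wells lacking enzyme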
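System – purified recombinant IMP-1 beta-lactamase · Input – IMP-1 dispensed at 0.2 nM · Timing – 15 min preincubation plus 25 min reaction at 25 °C · Signal – Epi-absorbance fluorescence, 480 nm excitation, 530 nm emission · Measure – percent IMP-1 inhibition derived from blank-referenced optical density · Controls – Enzyme-plus-DMSO low control, enzyme-free DMSO high control · Replication – singlicate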
M18AAP inhibitor = blocks P. falciparum M18 aspartyl aminopeptidase; recombinant PfM18AAP, H-Glu-NHMec fluorogenic cleavage; AID 1822; inhibition, % at 7.35 µM; actives 1.2% (n = 290,000);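 active = inhibition above the campaign mean inhibition over all tested compounds plus 3 SD, cut at about 28% in these data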;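 note: 0% = plate median of test compound wells and 100% = 2 mM ZnCl2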
NALP1 inh = inhibitors of NALP1 inflammasome in yeast. S. cerevisiae NALP1/ASC/caspase-1 growth, X-gal OD620, 72 h. actives 0.61% (n = 280,000). inhibition, % at 10 µM. AID 2071; in the data active = inhibition mostly above about 24%, no sharp cut-off; inactive = mostly below about 32%; note: some compounds called inactive have numbers as strong as hits
MEKK2 mut-MEK5 = signal of MEK5 binding to mutant human MEKK2 PB1 domain | bead flow cytometry, Alexa488-MEK5 binding to MEKK2 mutant | percent response, % at 10 µM | actives 0.35% (n = 290,000); in the data active = percent response above about 24%, passing the limit was not always enough; note: inactives centre near 1; some results filed as inactive read as strong as hits
VIM-2 inh = blocks Pseudomonas aeruginosa VIM-2 metallo-beta-lactamase; purified VIM-2, nitrocefin hydrolysis, epi-absorbance fluorescence; inhibition, % at 5.6 µM; actives 0.89% (n = 290,000); AID 1527;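 active = inhibition above the mean of all tested compounds plus 3 SD, cutoff set per screening run, cut at about 7.5% in these data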;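 note: red hydrolysis product quenches plate fluorescence so inhibitors raise well fluorescence; 0% = enzyme with DMSO and 100% = DMSO without enzyme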
MEKK2wt PB1 HTS = raises or lowers MEK5 binding to wildtype human MEKK2 PB1 domain; binding response (% of control), % at 10 µM; AID 1531; actives 1.1% (n = 290,000); Q9Y2U5; bead flow cytometry, Alexa488-MEK5 binding to MEKK2 WT; actives lie on both sides; in the data active = binding response below about 67% or above about 130%; inconclusive = no clear call, values can overlap the other calls; inactive = in between
DNA FID counter = fluorescent intercalator displacement, NS3 helicase counter-screen; actives 0.17% (n = 290,000); inhibition, % at 7.9 µM; DNA fluorescent intercalator displacement, fluorescence; in the data active = inhibition above about 37%;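 note: 0% = vehicle and 100% = reference compound; higher means more ethidium bromide displaced from hairpin DNA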
* hit, by the source's call; u = inconclusive; x = not tested or not shown.

Every second line gives: UBC9 SUMO inh	NS3 helicase inh	IMP-1 inhibitor	M18AAP inhibitor	NALP1 inh	MEKK2 mut-MEK5	VIM-2 inh	MEKK2wt PB1 HTS	DNA FID counter
> Cc1ccc(/C=C/C(=O)c2ccccc(=O)c2O)cc1C
    41	40*	1.9	18	19	-3	1.1	88	-16
> Cc1ccc(S(=O)(=O)Cc2nc3ccccc3c(=O)[nH]2)cc1
    0	-4	-1.7	1	3	2	0.2	102	0
> COc1ccc(C(=O)c2c[nH]cc2-c2ccccc2)cc1
    17	6	-1.3	3	10	3	-1.9	103	-8
> O=C(OCC(=O)N1CCOCC1)c1ccc[nH]c1=O
    -3	2	-0.9	2	11	-1	-2.1	106	2
> CCOC(=O)CSc1nc2sc(C)c(C)c2c(=O)[nH]1
    21	6	-2.0	-10	17	1	1.4	103	-2
> CCN(c1ccccc1)S(=O)(=O)c1ccc2[nH]cc(C(=O)NCCOC)c(=O)c2c1
    3	-1	-1.9	3	16	1	-1.9	101	-3
> O=C(Nc1cccc(Cl)c1)c1ccc(-n2cncn2)c([N+](=O)[O-])c1
    15	4	-1.2	-6	32	1	-3.8	99	11
> Cc1n[nH]c(=S)n1-c1cccc(Cl)c1
    12	-9	-1.0	22	4	-2	14*	101	1
> O=C(Cn1nc(-c2ccccc2)c2ccccc2c1=O)NCCO
    16	10	-2.0	-17	17	11	-1.5	109	-9
> CCOP(=O)(OCC)C(NC(=O)Nc1c(C)cc(C)cc1C)c1ccccc1 (centres undefined)
    -3	-5	-2.0	-4	5	-12	0.6	82	-24
> Cc1ncc(CO)c(/C=N/NC(=O)c2cc(Br)ccc2O)c1O
    18	-4	-0.4	1	-10	-3	-1.9	88	-6
> CCOc1ccc2nc(SCC(=O)Nc3cc(C)on3)c(C)cc2c1
    -2	-5	-0.7	-14	25	-10	1.2	89	-17
> CCN1C(=O)N(CC)c2cccc3cccc1c23
    94	6	-4.4	9	-3	9	0.9	102	-20
> O=C(NNc1nc(-c2ccccc2)c2cc(Br)ccc2n1)c1ccc(S(=O)(=O)N2CCOCC2)cc1
    -23	-5	-2.5	-2	32	-2	-1.8	99	0
> CN1CCN(CC(=O)Nc2nc3ccccc3s2)CC1
    12	-1	-2.5	2	-15	8	-2.8	109	7
> O=C(O)c1cccc(NC(=O)c2cccc(S(=O)(=O)N3CCc4ccccc4C3)c2)c1
    8	2	-0.2	1	28	-6	-1.2	86	-19
> Cc1ccc(-c2noc(-c3ccno3)n2)cc1
    4	2	-0.9	-2	14	3	-0.1	102	-3
> CCCCC(=O)N1CCCC(C(=O)OCC)C1 (centres undefined)
    -2	1	-1.8	11	25	-2	-3.3	98	0
> N#Cc1nc(-c2ccccc2)oc1N1CCC(C(N)=O)CC1
    19	7	-3.2	0	6	7	-0.6	100	-15
> COc1cccc(N2CCN(c3nc(C)cc(=O)[nH]3)CC2)c1
    15	9	-0.1	-2	2	14	-0.8	110	-3
> Cc1csc2nc(CSc3nc4ccccc4o3)c(Br)n12
    12	13	-3.1	3	6	-9	-1.7	89	-1
> Cc1c(NC(=O)c2cccs2)cccc1NC(=O)c1cccs1
    4	-1	-0.5	-8	5	-3	0.1	95	-6
> CC1CCCC(C)N1C(=O)Cn1c(SCC(=O)NCc2ccc3c(c2)OCO3)nc2ccccc21 (centres undefined)
    19	-2	-3.5	1	11	-7	-1.3	96	-29
> CC/C(=N\NC(=O)C1CCCC1)c1ccc(Br)cc1
    -4	0	-3.4	-5	15	4	-3.6	98	-9
> COc1cc(C(=O)OCC(=O)NC2CCS(=O)(=O)C2)c([N+](=O)[O-])cc1OC (centres undefined)
    18	21	-0.1	-13	4	-12	1.4	62	-3
> CCN(CC)c1ccc2c(C)c(CN3CCOCC3)c(=O)oc2c1
    11	-8	-2.8	-3	7	-4	-3.3	93	1
> CCN(CC(=O)Nc1ccc(OC)cc1)C(=O)CCS(=O)(=O)c1ccc(C)cc1
    10	-15	-3.6	5	2	10	-1.4	116	-13
> Nc1ncnc(Sc2ccccc2)c1[N+](=O)[O-]
    5	8	-1.6	-3	6	5	-0.6	96	5
> Cc1cc(C)n(CC(O)COc2ccc(OCC(O)Cn3nc(C)cc3C)cc2)n1 (centres undefined)
    x	-5	-2.8	3	x	x	1.0	x	-29
> O=C1CC(c2ccc(F)cc2)CC(O)=C1C=NCCN1CCNCC1 (centres undefined)
    x	-6	-3.5	1	x	12	-1.3	108	-2
> NC(=O)c1ccccc1OCc1nnc(-c2ccccc2Br)o1
    3	13	-2.7	2	13	0	-1.4	102	-10
> C/C(=N\OCC(=O)OC(C)C(=O)Nc1ccc(C(N)=O)cc1)c1ccc2c(c1)OCO2 (centres undefined)
    14	3	-0.1	-12	21	2	1.2	95	-21
> O=C(N/N=C/c1ccccc1)c1cc[n+]([O-])cc1
    6	0	-1.1	-6	16	5	0.9	105	-3
> CCn1cc(CN2CCC(n3nccc3NC(=O)CCCc3ccccc3)CC2)cn1
    18	-37	-1.5	-13	13	14	-1.7	124	9
> CCCOc1ccc(OCC(=O)c2[nH]c(C)c(C(C)=O)c2C)cc1
    10	2	-6.4	-5	18	-2	-3.2	100	-4
> CCC1CCCCN1C(=O)CSc1nc(N)cc(=O)[nH]1 (centres undefined)
    10	4	-2.8	0	9	-1	-2.4	97	-2
> CCN(CC)S(=O)(=O)c1ccc(C2=NOC3(C2)N(C)c2ccccc2C3(C)C)cc1 (centres undefined)
    -11	-9	-3.1	2	12	-2	-3.1	95	-4
> CCCCNCC(O)(c1ccc(Cl)cc1)c1ccc(Cl)cc1
    -3	-6	-1.1	-4	14	21	-3.4	146*	13
> Cn1c(CCN2CCCCC2)nc2cc([N+](=O)[O-])ccc21
    -2	3	-1.8	3	2	4	-0.1	104	6
> FC(F)(F)c1cnc(-c2cnc3c(-c4ccc(Cl)cc4)cnn3c2)c(Cl)c1
    -7	-3	-1.6	1	24	x	-1.5	x	-1
> Cc1cc(C)nc(/N=C(\N)Nc2ccc(OCc3ccccc3)cc2)n1
    10	-50	-2.2	0	-5	-2	-2.0	114	20
> CC(=O)C1=C(C)NC(SCC(N)=O)=C(C#N)C1c1ccco1 (centres undefined)
    15	10	-1.7	1	3	0	3.0	100	-2
> Cc1ccc(S(=O)(=O)c2nc(-c3cccs3)oc2SCC(N)=O)cc1
    3	0	-0.4	2	7	2	-0.8	110	-10
> OCCCc1nc2ccccc2n1CCCCOc1ccccc1
    -8	-14	-2.2	2	-5	-1	-2.7	102	-21
> Cc1cccc(Nc2nc(N)nc(CN3CCN(c4ccccc4F)CC3)n2)c1
    x	-34	-4.6	-7	x	1	-4.2	101	-7
> O=C(Nc1ccccc1-c1ccccc1)C(=O)Nc1ccccc1-c1ccccc1
    19	3	-3.0	-9	8	9	-1.8	102	-4
> CCn1cc(C(=O)NCC2CCCO2)c(=O)c2cc(F)c(N3CCN(C)CC3)cc21 (centres undefined)
    5	4	-2.4	0	12	-5	3.8	94	17
> CC(C)NC(=O)CCCc1cn(C)c2ccccc12
    21	-3	-2.9	-3	2	3	-3.0	100	0
> O=C1NCCN/C1=C\C(=O)c1ccc(F)cc1
    30	-21	-2.2	-12	26	2	0.1	104	0
> N#C/C(=C\c1c(N(Cc2ccccc2)Cc2ccccc2)nc2ccccn2c1=O)C(N)=O
    3	1	-2.7	5	-2	-1	-1.2	94	3

Going on with the list.
Every second line gives: UBC9 SUMO inh	NS3 helicase inh	IMP-1 inhibitor	M18AAP inhibitor	NALP1 inh	MEKK2 mut-MEK5	VIM-2 inh	MEKK2wt PB1 HTS	DNA FID counter
> COc1ccc(N2CCN(CCCNC(=O)CCC(=O)N3CCOc4ccc(Cl)cc43)CC2)cc1
    5	-24	-0.5	0	7	8	0.4	131	15
> CCN1CCN(C(=O)c2ccc3c(=O)n(CCC4=CCCCC4)c(=O)[nH]c3c2)CC1
    15	-38	-3.3	2	8	-20	0.9	u	12
> COCCn1c(C)cc(C2=NNC(=NC3CC3)SC2)c1C
    0	-10	-1.5	15	9	-5	-2.2	92	-10
> CC(=O)OC(C(=O)NCc1ccco1)c1ccncc1 (centres undefined)
    8	-8	-2.3	10	-6	0	-1.7	100	-5
> Cc1ccc(C)c(NC(=O)CSc2nnc([C@@H]3CCCN3C(=O)OC(C)(C)C)o2)c1
    5	-3	-6.8	-7	2	5	-3.5	106	-39
> CCN(CC)S(=O)(=O)c1ccc2c(c1)nc(-c1ccccn1)n2C
    9	-4	-3.4	2	-8	-3	0.4	97	-19
> CC(C)NC(=O)C1COc2ccccc2O1 (centres undefined)
    1	11	-2.5	8	-14	-9	-4.4	80	8
> O=C(NCc1ccco1)c1ccccc1NS(=O)(=O)c1cccs1
    8	28	-0.8	2	-1	2	-0.3	102	-11
> CCCCC(=O)NC(c1ccc(OC)c(OC)c1)c1c(O)ccc2ccccc12 (centres undefined)
    -39	-11	-3.2	-44	8	4	-3.0	103	-36
> CCOc1cc(CNCCCN2CCOCC2)ccc1OCC(=O)Nc1cccc2ccccc12
    17	-33	-3.7	-1	-25	18	1.6	141*	33

3 compounds from above, reduced to DNA FID counter, IMP-1 inhibitor and MEKK2 mut-MEK5:
compound	DNA FID counter	IMP-1 inhibitor	MEKK2 mut-MEK5
CCCCC(=O)NC(c1ccc(OC)c(OC)c1)c1c(O)ccc2ccccc12 (centres undefined)	-36	-3.2	4
O=C(NCc1ccco1)c1ccccc1NS(=O)(=O)c1cccs1	-11	-0.8	2
CC(C)NC(=O)C1COc2ccccc2O1 (centres undefined)	8	-2.5	-9

Continuation:
Every second line gives: UBC9 SUMO inh	NS3 helicase inh	IMP-1 inhibitor	M18AAP inhibitor	NALP1 inh	MEKK2 mut-MEK5	VIM-2 inh	MEKK2wt PB1 HTS	DNA FID counter
> Cc1ccc([C@@H]2[C@@H]3C(=O)N(c4ccccc4)C(=O)[C@@H]3[C@]3(Cc4ccccc4)C(=O)N(CC4CC4)CC(=O)N23)o1
    1	31	1.4	-7	21	-8	0.3	95	-25
> CSC1=NC(C)(C)C=C(/C=C/c2ccc(Cl)cc2Cl)N1
    4	-24	-1.4	-5	30	-3	1.5	94	-18
> Clc1cccc(Cl)c1Cn1cnc2c(N3CCCCCC3)ncnc21
    -19	0	2.4	-8	-6	-1	1.6	96	-7
> O=C(Nc1cccc(C(=O)Nc2ccc(Cl)cn2)c1)c1ccccc1
    23	11	-1.1	3	23	4	-1.9	104	-10
> Cc1ccsc1C(=O)OCC(=O)NCC1CCCO1 (centres undefined)
    -27	-7	-3.2	0	-8	1	-3.5	102	1
> CC(=O)O[C@H]1C2OC(=O)C(C)=C2[C@@H]2OC(=O)[C@]3(CCC4OC41C)OC23 (some centres undefined)
    14	-2	-3.7	-9	22	3	-0.8	103	-5
> COc1ccc(CCNC(=O)c2cc3c(=O)n4cccc(C)c4nc3s2)cc1OC
    4	4	-0.2	0	9	8	10*	103	-6
> Cc1nn(C(=O)CCC(=O)NCc2cccc(F)c2)c2ccccc12
    -2	2	0.8	-1	8	-4	-0.3	99	-5
> NC(=O)CSc1nnc(Cc2cccs2)n1C1CCCCC1
    13	-5	-2.9	-1	11	-3	-5.3	99	-9
